# High-throughput results from PubChem BioAssay.
# N370S GC – N370S glucocerebrosidase modulation, Gaucher chaperone candidate. P04062. N370S GC spleen homogenate, 4MU-glucoside fluorescence. Potency, µM (doses to about 59.4 µM), for inactives: at the highest dose activity change, negative = inhibition, hits mostly inhibitors. 0.092% of 330,000 active. AID 2101; active = well fitted inhibition curve with a large enough effect; inconclusive = small, poorly fitted or top-dose-only effect, or effect the other way, or another doubt; inactive = no such curve, though single readings can be large or run the other way;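 note: 0% = full enzyme activity and -100% = no enzyme basal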
# Numbers without * were called inactive; ? = inconclusive; & = joins results of further samples; [ ] = remark or other dose. Potency is the fitted concentration of half-maximal effect. Not all compounds are listed; rates above refer to the full screens.
molecule | N370S GC
CCn1cc(C(=O)Nc2ccc(C)cc2C)c(=O)c2ccc(C)nc21 | 2%
CCc1cc2c(=O)c(-c3ccc(F)cc3)c(C(F)(F)F)oc2cc1OCC(=O)O | 1%
Cc1cc(C)n(-c2nc(SCC(=O)O)c3c4c(sc3n2)CCCC4)n1 | -11%
CC(CCC(=O)O)C1CCC2C3C(=O)C[C@@H]4CC(=O)CC[C@@]4(C)C3CC(=O)[C@]12C (stereo not given in full) | -3%
Fc1ccccc1 | -10%
C(=C1/CCCC2=C1Nc1ncnn1C2c1ccccc1)/c1ccccc1 (stereo not given) | 17%
CCN(CC)CCCN1C(=O)C(=O)/C(=C(/O)c2ccc3c(c2)OCCO3)C1c1ccc(C)o1 (stereo not given) | -6%
CC(=O)OCC1OC(C#Cc2ccccc2)C=CC1O (stereo not given) | 3%[12.8 µM]
CCCC[C@@H]1C[C@H]1C(NC(=O)c1ccccc1)c1ccc(Cl)cc1 (stereo not given in full) | 23%
C[C@H]1/C=C\CC(=O)OC[C@H](C)C(=O)N2CCC[C@@H]2C(=O)OC1 | -22%[12.8 µM]
COc1cc2oc(=O)cc(-c3cccc(-c4ccc(C(C)=O)cc4)c3)c2c(OC)c1OC | 3%
CC1(OC(=O)c2ccco2)C(=O)C=C2C=C(c3ccc(C#N)cc3)OC=C2C1=O (stereo not given) | 0%
COc1ccc(N/C(=C(/C(Cl)=C(Cl)Cl)[N+](=O)[O-])n2nnc3ccccc32)cc1OC | 5%
CCOC(=O)c1[nH]c2ccc(OC)cc2c1NC(=O)CN1CCN(c2ccccn2)CC1 | -1%
CCn1cc(C(=O)NC2CCC(C)CC2)c(=O)c2cc(S(=O)(=O)N3CCCCC3)ccc21 (stereo not given) | 6%
Cc1ccc(C2=NCN(c3ccc(C(=O)O)cc3)C(=S)N2)cc1 | -5%
COc1ccc2[nH]c3c(NCCN4CCCCC4)ncnc3c2c1 | -2%
CC(=O)CC(C)C | 4%
COC(=O)NC(/C(C(=O)OC)=C(\C)NCc1ccccc1)c1ccc(F)cc1 (stereo not given) | 1%[12.8 µM]
COCCc1ccc(OC[C@H](O)CNC(C)C)cc1 | 6%[21.6 µM]

# Later entries
molecule | N370S GC
CCN1C(C)=C(C(=O)OC(C)C)C(c2ccccc2Cl)C(C(=O)O)=C1C(=O)O (stereo not given) | -15%
O=C(NCc1ccco1)O[C@@H]1C(=O)c2cc(Br)ccc2O[C@H]1c1ccc2c(c1)OCO2 | 0%
CC(C)=CCC/C(C)=C/CO/N=C1/C[C@@H](O)[C@@H](O)[C@@H]2[C@@H]3C(=O)N(C4CCCCC4)C(=O)[C@H]3CC[C@H]12 | 6%[12.8 µM]
COC(=O)C1(CC(C)C)C=C2C(=C(C)C(=O)C2C)CN1 (stereo not given) | 5%
Cc1nnc(C)c2c(C)n(-c3ccc(Br)cc3)c(C)c12 | -3%
COC(=O)c1ccc(C(NC(=O)OCc2ccccc2)/C(I)=C/[C@@H](C)C(=O)Nc2ccccc2)cc1 (stereo not given in full) | -5%
CC(=O)OC[C@H]1O[C@@H](O/N=C(\C)CCN2CCc3nc(-c4ccccc4)c(-c4ccccc4)cc3C2)[C@H](OC(C)=O)[C@@H](OC(C)=O)[C@H]1OC(C)=O | 10%[12.8 µM]
COC(=O)NC(c1cccc(C)c1)[C@]1(C(C)=O)CCCC1=O (stereo not given in full) | 3%[12.8 µM]
Cc1cccc(C)c1Nc1oc(-c2ccccc2)nc1-c1ccccc1 | 13%
COC(=O)Nc1ccc(S(=O)(=O)Nc2ccc(C)cc2)cc1 | -11%
Cc1ccc(N2CCCn3c2nc2c3c(=O)n(CC(=O)OCc3ccccc3)c(=O)n2C)cc1C | 6%
NCC(=O)N[C@@H](CCCN=C(N)N)C(=O)NCC(=O)N[C@@H](CC(=O)O)C(=O)N[C@@H](CO)C(=O)O | -2%
CCCCCCCC1=Cc2ccc(F)cc2C(C(C(C)=O)C(=O)OC)N1C(=O)OC (stereo not given) | 1%
N#Cc1ccc(CS(=O)(=O)c2ccccc2)cc1 | 0%
CC[C@H](C)[C@H](NC(=O)[C@@H](NC(=O)CNC(=O)[C@@H](N)CC(C)C)[C@@H](C)O)C(=O)N1CCC[C@H]1C(=O)NCC(=O)O | 0%
CCc1cc(C(C)=O)c(O)cc1OCCCCCC(C)(C)c1nn[nH]n1 | -14%
COc1ccccc1CNC(=O)c1cn(C)c2ccc(S(=O)(=O)N3CCCCC3)cc2c1=O | -8%
CCCCCC(=O)CC[C@@H]1[C@@H](C/C=C\CCCC(=O)O)[C@@H](O)C[C@H]1O | -7%
O=C1C=CC2(OCCCO2)C(Br)=C1 | -5%[12.8 µM]
CCCN1C=CC(=C/C=C(\C#N)C(=O)OCC)C=C1 | ?

# Reprinted at random: four entries already listed
molecule | N370S GC
Cc1cccc(C)c1Nc1oc(-c2ccccc2)nc1-c1ccccc1 | 13%
CCCCCCCC1=Cc2ccc(F)cc2C(C(C(C)=O)C(=O)OC)N1C(=O)OC (stereo not given) | 1%
CCCN1C=CC(=C/C=C(\C#N)C(=O)OCC)C=C1 | ?
Cc1nnc(C)c2c(C)n(-c3ccc(Br)cc3)c(C)c12 | -3%

# Additional results follow.
molecule | N370S GC
Cc1ccc(S(=O)(=O)OCCc2ccccc2)cc1 | -2%
COc1cccc([C@@H]2Oc3ccc(OC)cc3C(=O)[C@H]2OC(=O)NCc2ccco2)c1 | -1%
N#Cc1c(N)sc(=S)c2c1CCN(Cc1ccccc1)C2 | -1%
Cn1c(N)c(C(=O)COC(=O)c2cc(C(F)(F)F)nc3c(C(F)(F)F)cccc23)c(=O)n(C)c1=O | -2%
O=C(O)/C(=C\C(=O)c1ccccc1)Nc1ccccc1 | 0%
O=C1CCCC=C1[C@@H](O)C1CCCCC1 | 3%[12.8 µM]
CCN1C(=O)[C@H]2[C@H]3[C@H](O)[C@H](O)C/C(=N/OC[C@@H](C)[C@H](OCc4ccccc4)C(C)C)[C@@H]3CC[C@@H]2C1=O | 11%[12.8 µM]
CC(=O)Nc1ccc(S(=O)(=O)N2CCc3nc(COc4ccccc4)c4c(c3C2)CO[C@@H](C)C4)cc1 | -13%[12.8 µM]
COc1ccc(CCNC(=O)c2cc3c(=O)n4cccc(C)c4nc3n(Cc3ccncc3)c2=N)cc1 | -15%
Cc1cc2oc(=O)cc(-c3ccccc3)c2c(C)c1-c1ccoc1 | ?
CN(C)CCN(C(=O)c1ccc(N2C(=O)CCC2=O)cc1)c1nc2cc3c(cc2s1)OCCO3 | -1%
C=CC1=C2C=C(C3CC3)N(CC(C)C)C=C2C(=O)C(C)(OC(=O)c2ccco2)C1=O (stereo not given) | 6%[12.8 µM]
C=CC[C@@H]1C=C[C@@H](O/N=C\C[C@@H]2C=C[C@H](OC(C)=O)[C@H](COC(C)=O)O2)[C@@H](CO)O1 | 6%[12.8 µM]
N#Cc1cc2c(N)c(C(=O)Nc3ccccc3)sc2nc1N | -3%
COC(=O)CCC(=O)Oc1ccc(OC(=O)CCC(=O)OC)cc1 | -19%
CN(C)c1ccc(/C=C2\C(=O)Nc3ccccc32)c2ccccc12 | 12%
N#CC(=C=[N-])c1nc2ccccc2nc1-[n+]1cccc(NC(=O)c2ccc(F)cc2)c1 | 4%
Nc1nc(-c2nn(Cc3ccccc3F)c3ncccc23)ncc1C1CC1 | -1%
CC[C@@H](C)[C@@H](O)[C@H](C)C(=O)[C@H](C)/C=C(\C)C[C@H](C)[C@@H]1OC(=O)[C@H]1CC | -5%
Cc1ccc(CNC(=O)c2cc3c(=O)n4cccc(C)c4nc3n(CC3CCCO3)c2=N)cc1 (stereo not given) | 5%

# Additional compounds follow:
Compound	N370S GC
COC/C=C/C1=CC2=CC(=O)C(C)(OC(=O)c3ccco3)C(=O)C2=CO1 (stereo not given)	-1%&-6%
CCOC(=O)N/N=C1/C[C@@H](O)[C@@H](O)[C@@H]2[C@@H]3C(=O)N(C(C)(C)C)C(=O)[C@H]3CC[C@@H]12	-20%[12.8 µM]
COC(=O)[C@@H]1CC[C@H](C)[C@@H](c2ccc(C)cc2)N1C(=O)c1ccc(/C=N\OC[C@@H](O)COCc2ccco2)cc1	-2%[12.8 µM]
COC(=O)C/C=C\[C@@H](C)[C@@H](/C=N\O[C@@H](C)c1cn([C@H]2COC[C@H]2O)nn1)OC	5%[12.8 µM]
COc1cccc(C2=Nn3c(nnc3-c3ccc(OC)cc3OC)SC2)c1	-2%
C[C@H]1Cc2c(-c3ccccc3)nc3c(c2CO1)CN(C(=O)NCc1ccco1)CC3	3%[12.8 µM]
CC(C)C[C@@H](CC(=O)N[C@H](CC(=O)N[C@@H]1CCNC[C@H]1C(=O)N[C@H](CC(=O)N[C@@H](CCC(=O)O)CC(=O)O)Cc1c[nH]c2ccccc12)C(C)C)NC(=O)[C@@H]1CCCC[C@H]1N	-4%
O=c1c(-c2ccc(O)cc2)coc2cc(O[C@@H]3O[C@H](CO)[C@@H](O)[C@H](O)[C@H]3O)cc(O)c12	-3%
COc1ccc(-c2nc3c(c4c2C[C@H](c2ccccc2)OC4)CN(S(=O)(=O)c2ccc(C)cc2)CC3)c(C)c1	-7%[12.8 µM]
CCCCCC(=O)/C=C/[C@H]1[C@H](O)CC(=O)[C@@H]1C/C=C\CCCC(=O)O	3%
CCOc1ccccc1-c1ccc(C(=O)O)o1	-4%[136 µM]
CCCn1c(-c2ccc(F)cc2)nc2c(NCCCN3CCOCC3)nc(C)nc21	-2%

# Part of the list above, as labelled records:
COc1cccc(C2=Nn3c(nnc3-c3ccc(OC)cc3OC)SC2)c1
  N370S GC = -2%
C[C@H]1Cc2c(-c3ccccc3)nc3c(c2CO1)CN(C(=O)NCc1ccco1)CC3
  N370S GC = 3%[12.8 µM]

# Returning to the listing, starting 3 compounds before the break.
Compound	N370S GC
CCCCCC(=O)/C=C/[C@H]1[C@H](O)CC(=O)[C@@H]1C/C=C\CCCC(=O)O	3%
CCOc1ccccc1-c1ccc(C(=O)O)o1	-4%[136 µM]
CCCn1c(-c2ccc(F)cc2)nc2c(NCCCN3CCOCC3)nc(C)nc21	-2%
Cc1ccccc1C(=O)Oc1ccc(Sc2ccc(O)cc2)cc1	-7%
CCN1C(=O)[C@H]2[C@H]3[C@H](O)[C@H](O)C/C(=N/NC(=O)OCc4ccc(OC)cc4)[C@@H]3CC[C@@H]2C1=O	2%[12.8 µM]
Cc1nc2nc(-c3ccc(Cl)cc3)nn2c(C)c1Cl	-4%
CCCn1c(C)nc2c(NC3CCN(Cc4ccccc4)CC3)nc(C)nc21	-4%
CCN1CCN(Cc2c(C(=O)N/N=C(\C)c3ccc(Cl)c(Cl)c3)nnn2-c2nonc2N)CC1	0%
O=C1C[C@@H](c2ccc(O)c(O)c2)Oc2cc(O[C@H]3O[C@@H](CO)[C@H](O)[C@@H](O)[C@@H]3O)cc(O)c21	-2%
CC(C)CO/N=C1/C[C@@H](O)[C@@H](O)[C@@H]2[C@H]3C(=O)N(c4ccc(F)cc4F)C(=O)[C@@H]3CC[C@@H]12	2%[12.8 µM]
COc1cc(OC)c(/C=C2/C(=O)Nc3ccccc32)c(OC)c1	-2%
COC1CCC(C(=O)c2ccc3nc4c(cc3c2)CCCO4)CC1 (stereo not given)	0%
C=CCOC(=O)N[C@H](c1ccccc1)C(C(C)=O)C(C)=O	-6%
CCC(C)C1NC(=O)C(CCNCS(=O)(=O)O)NC(=O)C(NC(=O)C(CCNCS(=O)(=O)O)NC(=O)C(NC(=O)C(CCNCS(=O)(=O)O)NC(=O)CCCCC(C)C)C(C)O)CCNC(=O)C(C(C)O)NC(=O)C(CCNCS(=O)(=O)O)NC(=O)C(CCNCS(=O)(=O)O)NC(=O)C(C(C)CC)NC1=O (stereo not given)	-20%
COc1cccc([C@@H]2Oc3ccc(Br)cc3C[C@H]2OC(=O)NS(=O)(=O)c2ccc(F)cc2)c1	12%

# (listing goes on)
Compound	N370S GC
CCCC(=O)NCCc1c2n(c3ccc(OC)cc13)Cc1ccccc1-2	0%
CN(C)CCCCCCN(C)C	-9%
CCOC(=O)C1CCCN(c2ncnc3c2[nH]c2cccc(OC)c23)C1 (stereo not given)	16%
CC(C)CNC(=O)c1ccc(Cl)c(N)c1	1%
O=C(N/N=C1/C[C@@H](O)[C@@H](O)[C@@H]2[C@@H]3C(=O)N(Cc4ccccc4)C(=O)[C@H]3CC[C@@H]12)OCc1ccccc1	7%[12.8 µM]
CS(=O)(=O)CCNCc1nc(-c2ccc3ncnc(Nc4ccc(OCc5cccc(F)c5)c(Cl)c4)c3c2)cs1	-14%&13%
O=[N+]([O-])CC(=Nc1ccc(F)cc1)N/N=C\c1oc(O)c2ccccc12	-6%
Cc1ccc(CNC(=O)CSc2nc3ccccc3c3nc(C)nn23)cc1	4%
O=C(O)c1ccccc1-n1ncc2c1/C(=C/c1ccc(Cl)cc1)CC2	1%
CCOc1ncccc1C(=O)NCc1ccccc1	4%
c1cncc(CNc2ncnc3ccc(-c4ccco4)cc23)c1	9%
COc1ccc(/C(O)=C2/C(=O)C(=O)N(CCCN(C)C)C2c2ccccc2)cc1Cl (stereo not given)	8%

# Carrying on:
Compound	N370S GC
CCOc1cc(/C=C/c2nc3ccccc3c(=O)[nH]2)cc(Br)c1OC	-10%
COc1ccc(OC2C=CC(C#Cc3ccc(C(C)(C)C)cc3)OC2CO)cc1 (stereo not given)	3%[12.8 µM]
CCOC(=O)CCN1C(=O)[C@H]2[C@H]3[C@H](O)[C@H](O)C/C(=N/OCc4ccccc4)[C@@H]3CC[C@@H]2C1=O	0%[12.8 µM]
CCn1c(CNC(=O)c2ccccc2F)nnc1SCc1nc2ccccc2c(=O)[nH]1	-6%
Cc1ccc2nc(-c3ccc(N4C(=O)CC(N5CCC(C(N)=O)CC5)C4=O)cc3)sc2c1 (stereo not given)	9%
N#Cc1ccc2c(c1)C[C@]1(c3ccsc3)Oc3c(c(=O)oc4ccccc34)C2O1	-11%[12.8 µM]
COC(=O)[C@H](COC(C)(C)C)NC(=O)O[C@@H]1C(=O)c2ccc(OC)cc2O[C@H]1c1cccc(C(F)(F)F)c1	18%
